MITF TRPM1 HTS = activators of MITF-driven TRPM1 promoter activity in SK-MEL-5 cells; 300,000 compounds, 0.75% hits; activation, % at 12.5 µM; SK-MEL-5 TRPM1-promoter luciferase, 24 h; % of positive control, neutral wells = 0;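 active = mean activation of at least 80% with every replicate also reaching 80%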;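 note: 0% = neutral control wells and 100% = parthenolide positive control wells; values of inactives mirror those of a sister screen read the other way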
Rtt109 Vps75 = C. albicans Rtt109 histone acetyltransferase inhibition; Q5AAJ8; purified Rtt109/Vps75, ThioGlo CoA-SH fluorescence, 4 h; inhibition, % at 34.9 µM; 330,000 compounds, 0.16% hits; AID 540336;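 active = inhibition of at least 50% in every replicate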
Target sequence (Q5AAJ8 whole entry, looked up): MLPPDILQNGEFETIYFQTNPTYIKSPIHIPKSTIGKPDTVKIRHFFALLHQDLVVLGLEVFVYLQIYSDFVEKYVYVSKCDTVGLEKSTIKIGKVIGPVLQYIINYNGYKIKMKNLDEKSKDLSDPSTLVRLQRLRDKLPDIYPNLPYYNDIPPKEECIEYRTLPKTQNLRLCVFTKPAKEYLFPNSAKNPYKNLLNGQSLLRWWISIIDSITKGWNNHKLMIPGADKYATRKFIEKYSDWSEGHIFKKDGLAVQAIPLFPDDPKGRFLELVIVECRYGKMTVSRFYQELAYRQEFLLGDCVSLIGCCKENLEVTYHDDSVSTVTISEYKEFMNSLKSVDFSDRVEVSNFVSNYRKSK
CAL PDZ FP-1 = inhibitors of human CAL PDZ peptide binding. AID 602252. Q9HD26. inhibition, % at 24.9 µM. purified CAL PDZ, TMR-peptide fluorescence polarization, 1 h. 300,000 compounds, 0.92% hits;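 active = mean inhibition of at least 30% with at least half of replicates also reaching 30%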;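 note: 0% = DMSO neutral control and 100% = excess unlabeled competitor peptide PRC23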
CAL PDZ FP-2 = human CAL PDZ-peptide interaction inhibition; 330,000 compounds, 0.02% hits; purified CAL PDZ, TMR-peptide fluorescence polarization, 1 h; inhibition, % at 20 µM; AID 504414;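 active = highest replicate inhibition of at least 40%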;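 note: plate controls were DMSO neutral control wells for no effect and unlabeled competitor peptide control wells for full effect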
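Test system: purified CerCALP PDZ construct; Compound dosing: one concentration, 20 µM compound; Also added: TMR-labelled reporter peptide T*-PRC34 bound in PDZ groove; Read-out: inhibition from polarization loss; Controls: unlabelled peptide and DMSO controls; Signal: FP readout, S and P plane fluorescence; Incubation: 1 h at RT.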
V-ATPase pHluor = alters yeast V-ATPase proton transport. S. cerevisiae, pHLuorin cytosolic pH fluorescence. 350,000 compounds, 0.37% hits. AID 504577. response, % at 10 µM; in the data active = response mostly above about 7.3%, no sharp cut-off; inactive = mostly below about 5.4%; note: actives read high; inactives centre near 0; some compounds called inactive have numbers as strong as hits
dFosB activator = activators of mouse delta FosB homodimer | purified delta FosB, TAMRA-CDK5 oligo fluorescence polarization; percent of positive-control signal above neutral wells | AID 493131 | activation, % at 25 µM | P13346 | 340,000 compounds, 0.99% hits;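 active = mean activation above about 17%, with every replicate also reaching it, limit read from the data, passing the limit was not always enough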;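 note: fluorescence polarization rise as delta FosB binds a TAMRA Cdk5 AP-1 oligo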
Tat export inh = inhibitors of E. coli Tat protein transport; E. coli MC4100 TorA-mCherry Tat export, fluorescence; inhibition, % at 10 µM; 340,000 compounds, 0.036% hits;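 active = mean replicate inhibition at least 50% and at least half of replicates individually reaching 50%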;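 note: exported cargo escapes ClpAP degradation while cytoplasmic cargo is degraded and loses fluorescence; 0% = median of neutral control wells and 100% = median of NaSCN control wells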
CDK5 p35 inh = inhibitors of human CDK5/p35 kinase | Q00535+Q15078 | Recombinant CDK5/p35, ADP-Glo luminescence, 60 min | inhibition, % at 10 µM | 330,000 compounds, 0.01% hits;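 active = highest replicate inhibition of at least 50% and at least 75% of replicates reaching 50%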;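 note: plate controls were DMSO neutral control for no effect and GW8510 at 10 µM for full effect; many of its hits are not listed in these tables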
Target sequence (Q00535 whole entry, looked up): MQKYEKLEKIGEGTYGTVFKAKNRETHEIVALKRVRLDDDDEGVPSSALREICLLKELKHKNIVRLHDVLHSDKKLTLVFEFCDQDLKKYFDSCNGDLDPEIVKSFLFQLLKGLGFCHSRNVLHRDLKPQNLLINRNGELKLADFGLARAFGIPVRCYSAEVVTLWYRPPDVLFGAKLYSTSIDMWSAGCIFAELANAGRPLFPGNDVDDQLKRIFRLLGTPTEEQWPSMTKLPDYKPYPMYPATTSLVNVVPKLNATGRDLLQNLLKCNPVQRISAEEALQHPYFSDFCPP
Target sequence (Q15078 whole entry, looked up): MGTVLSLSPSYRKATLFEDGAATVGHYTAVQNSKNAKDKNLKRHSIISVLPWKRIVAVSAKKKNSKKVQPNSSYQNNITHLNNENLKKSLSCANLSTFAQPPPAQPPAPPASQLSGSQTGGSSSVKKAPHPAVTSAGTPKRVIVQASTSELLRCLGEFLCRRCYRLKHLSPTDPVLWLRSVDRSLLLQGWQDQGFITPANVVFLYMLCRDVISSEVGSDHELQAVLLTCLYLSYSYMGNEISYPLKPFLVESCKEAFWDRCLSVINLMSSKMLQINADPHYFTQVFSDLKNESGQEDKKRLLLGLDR
RTF Ca sens act = cardiac RTF calcium sensitization; IANBD-labeled TnC RTF fluorescence at EC20 calcium; 0% EC20 calcium, 100% full calcium; activation, % at 7.2 µM; 340,000 compounds, 0.24% hits; AID 493008;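 active = activation above the mean over all tested compounds plus 3 SD, cut at about 30% in these data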;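 note: rise in fluorescence read as greater calcium sensitivity of cardiac thin filaments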
Wnt act = activators of Wnt/beta-catenin signaling. 300,000 compounds, 1.2% hits. activation, % at 9.35 µM. Wnt/beta-catenin reporter cell assay, activator, plate reader; in the data active = activation above about 30%, passing the limit was not always enough;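 note: 0% = neutral control wells and 100% = positive control wells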
Starred values were filed as active, the others as inactive; . = not tested or not shown.

#1 Cn1c2ccccc2c2nnc(SCc3ccc4nonc4c3)nc21
#2 O=C(NCC1COc2ccccc2O1)c1ccc(NC(=O)c2ccco2)cc1 (stereo not given)
#3 CCn1ncc(Br)c1C(=O)Nc1ccc2c(c1)OCCO2
#4 O=C(NC(=O)c1ccccc1)OCCN1C(=O)c2ccccc2C1=O
#5 O=C(Cn1nnc2ccccc21)NNC(=O)c1ccccc1
#6 Cc1ccnc2nc(C(=O)Nc3nc4ccccc4s3)nn12
#7 O=C(CSc1nc2ccccc2o1)NCC(=O)c1ccccc1
#8 O=C(NCC(=O)N1CCN(c2ncccn2)CC1)c1cccs1
Screen / compound no. | 1 | 2 | 3 | 4 | 5 | 6 | 7 | 8
MITF TRPM1 HTS | 7 | 16 | 22 | 9 | 7 | 15 | 1 | 21
Rtt109 Vps75 | -2 | -3 | 4 | 9 | -2 | 2 | -4 | 5
CAL PDZ FP-1 | -4 | . | 0 | -3 | -1 | 1 | -1 | .
CAL PDZ FP-2 | 0.1 | -1.4 | 0.0 | -0.9 | -0.4 | -0.6 | -0.7 | 0.3
V-ATPase pHluor | 4 | 2 | 2 | 1 | -4 | -1 | 1 | 3
dFosB activator | -4 | 9 | 7 | -1 | -3 | -4 | 0 | 6
Tat export inh | -7 | 4 | 10 | -6 | -3 | -2 | 3 | -14
CDK5 p35 inh | 0.1 | -2.6 | 1.2 | -0.9 | -0.5 | -0.3 | -2.7 | -0.4
RTF Ca sens act | -3 | 1 | -2 | -1 | 0 | 9 | 1 | -4
Wnt act | . | . | 2 | -1 | 3 | 38* | . | .

#9 O=C(/C=C/c1cccc([N+](=O)[O-])c1)c1ccc2c(c1)OCCO2
#10 CCc1cc(=O)oc2cc(C)cc(OCC(=O)N3CCC(C(=O)O)CC3)c12
#11 CCn1c(C(=O)N2CCCC(C(=O)O)C2)cc2sccc21 (stereo not given)
#12 CCc1ccccc1NC(=O)N1CCCc2ccccc21
#13 COc1ccc(C2C(C#N)=C(N)Oc3n[nH]c(C)c32)cc1Cn1nnc2ccccc21 (stereo not given)
#14 Cc1cc(C(=O)Nc2sc3c(c2C#N)CCC(C)C3)no1 (stereo not given)
#15 Cn1cc(NC(=O)OCc2ccc(Cl)cc2)c(C(F)(F)F)n1
#16 COc1ccc(NC(=O)CSc2ccc(NC(C)=O)cc2)cc1S(=O)(=O)N1CCOCC1
Screen / compound no. | 9 | 10 | 11 | 12 | 13 | 14 | 15 | 16
MITF TRPM1 HTS | 19 | -5 | -5 | -4 | . | 58 | 6 | 1
Rtt109 Vps75 | -3 | 0 | -22 | 0 | -3 | 1 | 0 | .
CAL PDZ FP-1 | -6 | 0 | 0 | -1 | 0 | -2 | . | 0
CAL PDZ FP-2 | 0.4 | 0.4 | -0.6 | -0.7 | -2.2 | . | 0.5 | -0.9
V-ATPase pHluor | 0 | 2 | -1 | -2 | 2 | 2 | 0 | -1
dFosB activator | -5 | -2 | -2 | -15 | -2 | -12 | -8 | -7
Tat export inh | -2 | -3 | 6 | -10 | 6 | 1 | 7 | -6
CDK5 p35 inh | -0.9 | 1.3 | 1.2 | 0.3 | 3.1 | 0.7 | -1.4 | 1.1
RTF Ca sens act | 0 | 12 | 13 | -4 | -1 | -2 | 7 | -1
Wnt act | -2 | -3 | . | 3 | . | 0 | -1 | 1

A draw from above in order of count of non-hydrogen atoms, highest first:
#16 COc1ccc(NC(=O)CSc2ccc(NC(C)=O)cc2)cc1S(=O)(=O)N1CCOCC1
#13 COc1ccc(C2C(C#N)=C(N)Oc3n[nH]c(C)c32)cc1Cn1nnc2ccccc21 (stereo not given)
#2 O=C(NCC1COc2ccccc2O1)c1ccc(NC(=O)c2ccco2)cc1 (stereo not given)
#10 CCc1cc(=O)oc2cc(C)cc(OCC(=O)N3CCC(C(=O)O)CC3)c12
#4 O=C(NC(=O)c1ccccc1)OCCN1C(=O)c2ccccc2C1=O
#7 O=C(CSc1nc2ccccc2o1)NCC(=O)c1ccccc1
#15 Cn1cc(NC(=O)OCc2ccc(Cl)cc2)c(C(F)(F)F)n1
#3 CCn1ncc(Br)c1C(=O)Nc1ccc2c(c1)OCCO2
Screen / compound no. | 16 | 13 | 2 | 10 | 4 | 7 | 15 | 3
MITF TRPM1 HTS | 1 | . | 16 | -5 | 9 | 1 | 6 | 22
Rtt109 Vps75 | . | -3 | -3 | 0 | 9 | -4 | 0 | 4
CAL PDZ FP-1 | 0 | 0 | . | 0 | -3 | -1 | . | 0
CAL PDZ FP-2 | -0.9 | -2.2 | -1.4 | 0.4 | -0.9 | -0.7 | 0.5 | 0.0
V-ATPase pHluor | -1 | 2 | 2 | 2 | 1 | 1 | 0 | 2
dFosB activator | -7 | -2 | 9 | -2 | -1 | 0 | -8 | 7
Tat export inh | -6 | 6 | 4 | -3 | -6 | 3 | 7 | 10
CDK5 p35 inh | 1.1 | 3.1 | -2.6 | 1.3 | -0.9 | -2.7 | -1.4 | 1.2
RTF Ca sens act | -1 | -1 | 1 | 12 | -1 | 1 | 7 | -2
Wnt act | 1 | . | . | -3 | -1 | . | -1 | 2

Additional records:
#17 COCCNC(=O)c1ccc(CN2CCC(Cc3ccccc3)CC2)cc1
#18 Cc1cccc(NC2(C(F)(F)F)N=C3SCCN3C2=O)n1 (stereo not given)
#19 CC1CCC(N2CCN(S(=O)(=O)Cc3ccccc3)CC2)CC1 (stereo not given)
#20 O=C(CSc1ccc(-c2nc3ccccc3[nH]2)cn1)Nc1ccc(S(=O)(=O)NC2CC2)cc1
#21 COC(=O)c1c(C(=O)OC)c2ccccn2c1C(=O)c1ccc([N+](=O)[O-])cc1
#22 Cc1ccc(C)c(Nc2cc(C)nc3ncnn23)c1
#23 O=c1cc(Br)c(O)c(Br)cc1Br
#24 CCn1nc(C)c(/C=N\NC(=O)c2cccc(OC)c2)c1C
Screen / compound no. | 17 | 18 | 19 | 20 | 21 | 22 | 23 | 24
MITF TRPM1 HTS | -9 | 6 | -2 | 30 | 6 | . | -3 | 5
Rtt109 Vps75 | -1 | -7 | 7 | 6 | 2 | -1 | 5 | -7
CAL PDZ FP-1 | . | -1 | -4 | -14 | 3 | . | 0 | -3
CAL PDZ FP-2 | -0.1 | -1.4 | -0.3 | -8.2 | -0.1 | -0.8 | 1.0 | -1.0
V-ATPase pHluor | -2 | -1 | -2 | 1 | 4 | -4 | 1 | 3
dFosB activator | 2 | 1 | -8 | -7 | -1 | -2 | -8 | -2
Tat export inh | -3 | -4 | -9 | -4 | 0 | 12 | -4 | 2
CDK5 p35 inh | -0.4 | -0.2 | -0.4 | -2.3 | 0.3 | 0.2 | 1.2 | 2.5
RTF Ca sens act | 1 | 3 | -6 | -5 | 0 | 6 | 0 | 1
Wnt act | 0 | -4 | 1 | -2 | -1 | -1 | 0 | 1

#25 Cc1[nH]c2ccccc2c1C(=O)C(=O)N1CCN(c2ccccc2F)CC1
#26 COc1ccccc1N1C(=O)C2CCC(c3ccccc3)CC2C1=O (stereo not given)
#27 COc1ccc(CNC(=O)CCC(=O)N2CCN(S(=O)(=O)c3ccc(Cl)cc3)CC2)cc1
#28 O=C(NNC(=S)NC(=O)c1cccc([N+](=O)[O-])c1)c1ccc(Br)cc1
#29 Cc1nc2cc(N3CCN(C)CC3)c(NC(=O)Cc3ccccc3)cc2c(=O)n1Cc1ccccc1
#30 C[C@@]12C(=O)N(Cc3ccccc3)CC(=O)N1[C@H]1c3cc(Cl)ccc3OC[C@@H]1[C@@H]2c1ccccc1
#31 CCN(c1ccccc1)S(=O)(=O)c1ccc(Cl)c(NC(=O)CN(C)C2CCN(C)CC2)c1
#32 CC(c1c(O)c2ccccc2[nH]c1=O)C1(C)CCC(O)C(C)(C)O1 (stereo not given)
Screen / compound no. | 25 | 26 | 27 | 28 | 29 | 30 | 31 | 32
MITF TRPM1 HTS | -2 | 6 | -2 | 0 | 7 | -5 | 15 | 5
Rtt109 Vps75 | 3 | . | . | 0 | -6 | -3 | -5 | -2
CAL PDZ FP-1 | -4 | -2 | -5 | . | -4 | -1 | 0 | -3
CAL PDZ FP-2 | -3.2 | -2.7 | -0.7 | 0.7 | -3.1 | -0.8 | -1.0 | -0.5
V-ATPase pHluor | 5 | -6 | -2 | -2 | 1 | -3 | -1 | -4
dFosB activator | -4 | -1 | 1 | -4 | -4 | 0 | -29 | -1
Tat export inh | 2 | 3 | -8 | -2 | -3 | -5 | -10 | 13
CDK5 p35 inh | 1.8 | -1.9 | 0.8 | 1.0 | -0.3 | -0.6 | 1.4 | -0.8
RTF Ca sens act | -5 | 1 | 2 | -4 | -3 | -7 | -1 | 5
Wnt act | 1 | 0 | -1 | -3 | . | -4 | -3 | 0

#33 O=C(c1cccn(Cc2ccc(Cl)c(Cl)c2)c1=O)N1CCOCC1
#34 O=C(CCc1ccc(O)cc1)NNC(=S)NCCc1ccccc1
#35 COc1ccccc1CNC(=O)Cn1nc(C)c([N+](=O)[O-])c1C
#36 COc1cc(-c2nc(-c3ccc(Br)o3)no2)cc(OC)c1OC
#37 CC(=O)N1c2ccc(S(=O)(=O)N3CCC(C(=O)Nc4cccc(C)c4)CC3)cc2CC1C (stereo not given)
#38 Cc1cccc(NC(=O)CS(=O)(=O)Cc2ccccc2)n1
#39 Cc1ccc(Nc2c([N+](=O)[O-])cc(C(=O)N3CC(=O)Nc4ccccc43)cc2[N+](=O)[O-])c(C)c1
#40 C=CCn1c(SCC#N)nc2c(c1=O)C(C)(C)Cc1ccccc1-2
Screen / compound no. | 33 | 34 | 35 | 36 | 37 | 38 | 39 | 40
MITF TRPM1 HTS | . | 1 | . | . | -16 | 8 | -7 | .
Rtt109 Vps75 | -2 | 2 | -4 | 0 | 15 | -2 | -6 | -5
CAL PDZ FP-1 | 5 | . | . | . | -3 | 4 | 3 | .
CAL PDZ FP-2 | -2.2 | -0.3 | -0.1 | -3.8 | -2.8 | -4.9 | -0.6 | -0.2
V-ATPase pHluor | -1 | -3 | 2 | 1 | 2 | 4 | 6 | 3
dFosB activator | 0 | 3 | -9 | -3 | -4 | 1 | 1 | -6
Tat export inh | 1 | -2 | 8 | -2 | 17 | 3 | 2 | 6
CDK5 p35 inh | 0.3 | -0.6 | 2.7 | -0.8 | 0.6 | 0.2 | 1.7 | -0.8
RTF Ca sens act | -4 | 4 | 0 | 2 | -2 | -7 | 2 | -4
Wnt act | . | 0 | 2 | -2 | -1 | . | . | -1

#41 CCC(CC)COC(=O)C1=C(C)NC(=O)NC1c1ccc2c(c1)OCO2 (stereo not given)
#42 CCn1c(SCC(=O)NCc2ccc3c(c2)OCO3)nnc1-c1ccncc1
#43 Cc1cc(O)cc2c1C1CCC3(C)C(=O)CCC3C1C=C2 (stereo not given)
#44 N#CCc1nc2ccccc2c(=O)[nH]1
Screen / compound no. | 41 | 42 | 43 | 44
MITF TRPM1 HTS | . | -7 | 8 | -5
Rtt109 Vps75 | 4 | -10 | 0 | -6
CAL PDZ FP-1 | -2 | 1 | -1 | -3
CAL PDZ FP-2 | -0.3 | -1.0 | -1.5 | 0.2
V-ATPase pHluor | -1 | 4 | 5 | 1
dFosB activator | -31 | 1 | -11 | 5
Tat export inh | 2 | -2 | 7 | 0
CDK5 p35 inh | 0.0 | 0.9 | 1.4 | -4.8
RTF Ca sens act | 1 | 8 | -3 | 1
Wnt act | -3 | -1 | 10 | 2
